Compound activity (PubChem)
GPR55 LPI antagonism: GPR55 antagonists blocking LPI-driven arrestin recruitment, primary screen, imaging, U2OS, beta-arrestin-GFP, LPI agonist (AID 2013); U2OS GPR55 beta-arrestin-GFP translocation imaging, LPI antagonism; higher % means a stronger effect; inhibition, % at 10 µM, or IC50 in µM where a hit was titrated; 290,000 tested, 0.13% active;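 active = spots per cell inhibited over 60%, with over 100 cells counted and total cytoplasm intensity under 500,000; inconclusive = wells with under 100 cells, flagged as likely toxic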;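 also: U2OS cells stably carrying GPR55 and arrestin-GFP stimulated by 5 µM LPI near EC80; imaged beta-arrestin-GFP aggregate spots per cell after agonist stimulation; plate controls were LPI-stimulated DMSO wells for no effect and DMSO wells without LPI for full effect; some results filed as inactive read as strong as hits; confirmed hits need IC50 under 10 µM and bright autofluorescent wells are also inconclusive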
Rac1 GTP hydrolysis: MgcRacGAP GTPase-activating activity inhibitors, confirmation, biochemical, ADP Hunter fluorescence | inhibition, % at 30 µM, or IC50 in µM where a hit was titrated | MgcRacGAP-stimulated Rac1 GTP hydrolysis, ADP Hunter fluorescence; higher % means a stronger effect; GST-tagged Rac1 F28L mutant substrate | AID 624330 | 340,000 tested, 0.6% active;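 active = first-screen hits whose inhibition reached a set limit at any dose in the follow-up dose series; inconclusive = inhibition above the set first-screen limit but never retested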;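 also: fluorescence reports GDP produced by GAP-driven GTP hydrolysis; strong numbers were not always called active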
AID2073: disruptors of CaV2.2 binding to Mint1 – biochemical, HTRF (AID 2073); HTRF protein-protein interaction, Mint1-CaV2.2; higher % means a stronger effect; inhibition, % at 20 µM; hits with a dose series show IC50 in µM; 290,000 tested, 0.19% active; in the data active = inhibition mostly above about 51%, no sharp cut-off; inconclusive = no clear call, values can overlap the other calls; inactive = mostly below about 53%; also: some results filed as inactive read as strong as hits
GPR55 activation: selective activators of receptor GPR55 – imaging, U2OS cells, beta-arrestin-GFP redistribution, primary screen (AID 1961) | 290,000 tested, 0.048% active | U2OS GPR55 beta-arrestin-GFP redistribution imaging; higher % means a stronger effect | activation, % at 10 µM, or EC50 in µM where a hit was titrated;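 active = activation above 40% with more than 50 cells counted in the well; inconclusive = wells holding fewer than 50 cells, flagged as toxic or sparse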;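 also: U2OS osteosarcoma cells stably expressing GPR55 and beta-arrestin-GFP; plate controls were DMSO negative control for no effect and LPI positive control for full effect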
NS5 inhibitors: flavivirus cap methylation enzyme inhibition – biochemical, confirmation dose response, primary screen (AID 588689). Dengue-2 NS5 methyltransferase capping enzyme assay, biochemical; higher % means a stronger effect. inhibition, % at 25 µM, or IC50 in µM where a hit was titrated. 340,000 tested, 0.3% active; in the data active = a potency from the dose series; inconclusive = inhibition above about 29% without an active follow-up result
Yfh1-depleted yeast: mitochondrial function rescue without frataxin homolog – Friedreich's ataxia, plus single-dose screen, dose response (AID 1465). S. cerevisiae Yfh1-off respiration, WST-1 reduction, 72 h; higher fold induction means a stronger effect. fold induction at 50 µM; hits with a dose series show EC50 in µM. 220,000 tested, 0.074% active;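 active = fold induction of absorbance versus untreated yeast above a set limit, then at least 30% activation at any dose in follow-up; inconclusive = repeats straddling the limit, or above it without dose testing; inactive = fold induction below the set limit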;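 also: activators that raise dye reduction in frataxin-depleted yeast; strong numbers were not always called active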
NTR1 agonist: agonists of NTR1, primary screen, imaging, U2OS cells, beta-arrestin-GFP, high content (AID 493036) | NTR1-U2OS beta-arrestin-GFP spot imaging, agonist mode | activation, % at 20 µM | 330,000 tested, 0.17% active;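 active = activation at or above 40% of the spot to cytoplasm intensity ratio, with at least 20 cells analyzed; inconclusive = wells under 20 cells, flagged as cytotoxic or low count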;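 also: 0% = DMSO without peptide and 100% = 100 nM NTR1 peptide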
Target sequence (P30989 whole entry, looked up): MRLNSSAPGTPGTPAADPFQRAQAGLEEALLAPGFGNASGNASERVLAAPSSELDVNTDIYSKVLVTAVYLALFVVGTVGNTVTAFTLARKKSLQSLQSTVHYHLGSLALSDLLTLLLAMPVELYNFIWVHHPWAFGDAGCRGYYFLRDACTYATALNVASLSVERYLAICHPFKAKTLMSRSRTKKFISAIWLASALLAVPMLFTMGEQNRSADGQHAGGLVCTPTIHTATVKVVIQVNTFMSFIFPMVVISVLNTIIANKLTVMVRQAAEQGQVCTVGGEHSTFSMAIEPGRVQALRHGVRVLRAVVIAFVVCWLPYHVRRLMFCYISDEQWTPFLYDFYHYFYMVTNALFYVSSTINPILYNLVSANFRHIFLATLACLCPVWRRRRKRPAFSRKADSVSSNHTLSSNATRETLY
Large T inhibition: SV40 large T antigen inhibitors, biochemical (AID 1903); inhibition, % at 20 µM, or IC50 in µM where a hit was titrated; SV40 large T antigen ATPase/helicase inhibition assay; higher % means a stronger effect; 310,000 tested, 0.39% active; in the data active = a potency from the dose series; inconclusive = inhibition mostly from about 32% at the one dose, without a potency; inactive = the rest, 99 in 100 with inhibition below about 32%; also: strong numbers were not always called active
GPR35 arrestin U2OS: inhibition of zaprinast-stimulated GPR35 beta-arrestin translocation – imaging, U2OS, beta-arrestin-GFP, zaprinast agonist, primary screen (AID 2058); U2OS GPR35 beta-arrestin-GFP translocation imaging, zaprinast antagonism; higher % means a stronger effect; one-dose inhibition, % at 10 µM; IC50 in µM for titrated hits; 290,000 tested, 0.052% active;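 active = inhibition of at least 50% with at least 30 cells and total cytoplasm GFP at most 10,000,000; inconclusive = under 30 cells or total GFP of 10,000,000 plus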
NTR1 agonist cell count 20 µM: recorded beside NTR1 agonist, whose call it bears; cell count; measured here: cell count, cytotoxicity flag
NS5 inhibitors pilot replicate: further read-out of NS5 inhibitors, marked with its call; inhibition, %; measured here: pilot screen replicate inhibition
Numbers without * were called inactive; i = inactive; ? = inconclusive; . = not tested or not shown.

A first look, two compounds:
SMILES	GPR55 LPI antagonism	Rac1 GTP hydrolysis	AID2073	GPR55 activation	NS5 inhibitors	Yfh1-depleted yeast	NTR1 agonist	NTR1 agonist cell count 20 µM	Large T inhibition	GPR35 arrestin U2OS	others
COc1cc(/C=C/C(=O)Nc2ccncc2)cc(OC)c1OC	-1%	-5%	24%	-0.2%	2%	i	0.5	47	14%	0%
CCOC(=O)c1c(C)[nH]c(C(=O)OCC(=O)Nc2sc(C(=O)N(C)C)c(C)c2C(=O)OCC)c1C	.	6%	.	.	5%	.	9.5	48	15%	.

All compounds of this part, from the first entry:
SMILES	GPR55 LPI antagonism	Rac1 GTP hydrolysis	AID2073	GPR55 activation	NS5 inhibitors	Yfh1-depleted yeast	NTR1 agonist	NTR1 agonist cell count 20 µM	Large T inhibition	GPR35 arrestin U2OS	others
COc1cc(/C=C/C(=O)Nc2ccncc2)cc(OC)c1OC	-1%	-5%	24%	-0.2%	2%	i	0.5	47	14%	0%
CCOC(=O)c1c(C)[nH]c(C(=O)OCC(=O)Nc2sc(C(=O)N(C)C)c(C)c2C(=O)OCC)c1C	.	6%	.	.	5%	.	9.5	48	15%	.
O=C(Cn1cnc2ccccc2c1=O)c1ccc2c(c1)OCCO2	-2%	13%	5%	-0.2%	0%	i	-0.1	50	5%	10%
CC(C)NC(=O)CN(c1cccc(Br)c1)S(C)(=O)=O	9%	9%	5%	0.9%	1%	i	0.6	58	6%	-2%
CNC(=O)/C(C#N)=C/c1c(N(Cc2ccccc2)Cc2ccccc2)nc2ccccn2c1=O	8%	6%	26%	-0.1%	30%	i	9.7	76	14%	-3%
Cc1cccc(-n2nnnc2SCC(=O)Nc2cccc(S(N)(=O)=O)c2)c1	-17%	12%	-2%	0.5%	0%	i	3.2	78	4%	2%
CN1C(=O)[C@H]2[C@@H](C3CC3)N3C(=O)CN(Cc4ccccc4)C(=O)[C@@]3(C)[C@H]2C1=O	-7%	9%	10%	-0.2%	5%	.	-0.4	84	14%	4%
OCC1CCCCN1CC(O)COC(c1ccc(F)cc1)c1ccc(F)cc1 (stereo not drawn)	0%	31%	9%	-0.2%	-6%	.	-0.6	94	-8%	2%
Cc1ccc(S(=O)(=O)Nc2ccnc(-c3cccnc3)n2)cc1	10%	9%	23%	0.4%	4%	i	-0.6	38	2%	1%
COc1ccc(-c2cc3c(=O)n(CC(=O)NCc4ccc(C)cc4)ncn3n2)cc1	2%	10%	33%	0.0%	-3%	.	-2.3	52	8%	-16%
Fc1ccc(OCc2nnc(SCCN3CCOCC3)o2)cc1	4%	-2%	14%	-0.3%	2%	i	-3.8	87	8%	13%
CCn1cc(C(=O)OC(C)C(=O)Nc2c(C)n(C)n(-c3ccccc3)c2=O)c(=O)c2ccc(C)nc21 (stereo not drawn)	-32%	18%	-2%	-0.1%	-10%	i	.	.	5%	-3%
Fc1cccc(-c2nn[nH]n2)c1	-9%	6%	13%	-0.1%	-1%	i	1.6	58	28%	-20%
Cc1ccc(Nc2nc(CSc3nnc(-c4cccnc4)n3-c3ccccc3C)cs2)cc1	-4%	8%	-25%	0.0%	-11%	i	2.9	45	9%	-8%
Cn1nnc(NC(=S)NC(=O)c2cc3ccccc3o2)n1	11%	3%	-5%	0.0%	1%	i	-0.5	75	2%	9%
CC(C)CN(C(=O)c1ccco1)C1CCS(=O)(=O)C1 (stereo not drawn)	.	9%	.	.	2%	.	-0.9	41	14%	.
COc1ccc2nc(NC(=O)CSc3nnnn3C3CCCCC3)sc2c1	-6%	20%	0%	-0.2%	-4%	i	2.5	40	-3%	-1%
CCn1c(SCC(=O)N2CCOCC2)nc2c(c1=O)SC(C)C2 (stereo not drawn)	10%	6%	9%	0.4%	3%	i	-0.5	44	4%	-5%
CN1CCN(CC(=O)Nc2ccc(Cl)cc2Cl)CC1	-5%	8%	-9%	-0.1%	-3%	i	-0.6	52	-1%	-6%
Cc1cccc2nc(CSc3ccccc3N)cn12	.	14%	.	.	2%	i	1.5	46	4%	.
Cc1ccc(C(=O)N/C(=C\c2cccs2)C(=O)NCCc2c[nH]c3ccccc23)cc1C	28%	5%	-2%	0.0%	-8%	i	-2.0	105	0%	-4%	NS5 inhibitors pilot replicate=-9.0
COc1ccc(OC)c(NC(=O)CSc2ccc(-c3ccco3)nn2)c1	4%	11%	26%	-0.1%	-5%	.	-0.8	56	12%	-4%
COc1ccc(CNC(=O)CCOc2ccc(C(C)(C)C)cc2)cc1	0%	5%	20%	-0.1%	-6%	i	1.5	59	19%	23%
O=C(Nc1ccc(S(=O)(=O)Nc2ncccn2)cc1)C1COc2ccccc2O1 (stereo not drawn)	-3%	1%	3%	-0.5%	0%	i	1.4	44	17%	-6%
CCOc1ccc(NC(=S)N=Nc2c(O)[nH]c3ccccc23)cc1	3%	9%	0%	0.9%	2%	i	2.8	22	0%	-7%
CC(Sc1nnc(CNC(=O)c2ccco2)n1C)C(=O)Nc1nccs1 (stereo not drawn)	-3%	7%	4%	0.0%	0%	.	0.2	34	-6%	11%
O=C(N/N=C/c1c[nH]c2ccccc12)c1cc(Cl)ccc1O	4%	11%	23%	-0.1%	1%	.	4.1	84	1%	-4%
CC12CCC(C(=O)N/N=C/c3ccc(O)cc3)(OC1=O)C2(C)C (stereo not drawn)	3%	27%	-7%	-0.1%	9%	i	0.0	61	?	0%
Cc1nn(Cc2ccccc2)c(C)c1CCC(=O)O	2%	6%	-2%	-0.1%	-13%	i	-1.3	75	12%	5%
O=C(CSc1ccccn1)Nc1ccc2c(c1)OCO2	11%	.	6%	-0.1%	.	i	1.5	46	19%	2%
COc1ccccc1-n1cnnc1SC1CCOC1=O (stereo not drawn)	2%	4%	-10%	0.4%	-4%	i	0.7	66	7%	10%
O=C(c1ccccc1F)N(Cc1ccc(F)cc1)C1CCS(=O)(=O)C1 (stereo not drawn)	-11%	12%	-8%	-0.2%	-1%	i	-1.0	39	-1%	4%
COc1ccc(N/C=C2/Sc3ccccc3NC2=O)cc1	-5%	17%	6%	1.4%	-10%	i	-3.1	38	13%	6%
N#C/C(=N\Nc1ccc(Cl)c(Cl)c1)C(=O)C1CC1	-3%	.	14%	0.8%	.	i	8.6	59	15%	-2%
COc1ccc(N)cc1C#N	18%	3%	-5%	-0.2%	-7%	i	-1.7	71	25%	4%
O=C(Nc1c[nH]c(=O)[nH]c1=O)c1ccc2c(c1)C(=O)N(c1cccc([N+](=O)[O-])c1)C2=O	-3%	12%	9.9µM*	0.0%	-6%	i	.	.	.	-4%
CC1CCN(Cc2ccc(NC(=O)CC3Oc4ccccc4NC3=O)cc2)CC1 (stereo not drawn)	-12%	8%	-11%	0.4%	-1%	i	1.2	57	3%	7%
Cc1cccc(C(=O)NN(C)c2nc(-c3ccccc3)nnc2C(F)(F)F)c1	20%	2%	-3%	-0.1%	-7%	i	-2.9	89	14%	4%
CCCCn1ccnc1C	3%	6%	-1%	-0.1%	-2%	i	.	.	2%	8%
CN(CC(=O)Nc1ccc(Cl)cc1)CC(=O)Nc1cc(Cl)ccc1C#N	4%	2%	-2%	-0.1%	-6%	i	2.7	48	-2%	-14%
CCOc1ccccc1-c1cc(C(=O)N/N=C/c2ccc(O)c(OC)c2)c2ccccc2n1	1%	31%	14%	-0.1%	-5%	i	0.9	48	16%	4%
Cc1nc2sccn2c(=O)c1S(=O)(=O)N1CCN(c2ccc(F)cc2)CC1	7%	8%	17%	0.4%	0%	.	1.1	64	4%	1%
CCc1cccc(C)c1NC(=O)C1CCN(c2nn3c(=O)cc(C)nc3s2)CC1	-1%	-24%	-3%	-0.1%	-4%	.	0.9	63	5%	11%
CCOc1ccc(CNC(=O)C2CCN(C(=O)N3CC(C)Oc4ccccc43)CC2)cc1 (stereo not drawn)	-8%	3%	13%	0.0%	-2%	.	-0.6	65	7%	6%
Cc1ccc(NS(=O)(=O)c2cc(C(=O)N3CCOCC3)ccc2C)cc1	4%	3%	-5%	-0.2%	-1%	i	-0.6	35	1%	-3%
CCC(=O)Nc1ccc2c(c1)nc1n2CCSC1	13%	7%	0%	-0.1%	-7%	i	-1.4	86	13%	9%
CCS(=O)(=O)N1CCCC(C(=O)N2CCc3ccccc3C2)C1 (stereo not drawn)	-10%	11%	0%	0.3%	4%	.	7.3	48	4%	-2%
N#C/C(=C/c1ccc(N2CCCCC2)cc1)c1cccc(F)c1	-2%	8%	6%	-0.2%	-14%	i	3.2	72	11%	12%
CC(C)C(=O)N1CCN(c2ccc(NC(=S)NC(=O)c3cc4ccccc4o3)cc2)CC1	3%	9%	8%	0.0%	2%	.	1.0	64	13%	-3%
COc1cc(/C=N/N2CCCCC2)cc(OC)c1O	2%	18%	-36%	-0.1%	9%	.	-1.5	40	35%	-4%
CN(C)CCCNS(=O)(=O)c1ccc(Oc2ncc(C(F)(F)F)cc2Cl)cc1	9%	6%	-4%	0.0%	-3%	i	-1.1	82	1%	50%
CN1CCN(CCCc2c3c(cc4c2CCC4)CCC3)CC1	0%	8%	3%	0.1%	2%	i	-1.1	72	16%	-14%
O=c1c2ccccc2[nH]c2ccccc12	3%	3%	10%	0.5%	-9%	i	1.1	100	8%	4%
Cc1cccc(C(=O)c2cccc(C)c2)c1	6%	3%	0%	-0.5%	4%	i	0.3	55	0%	3%
COc1cc2[nH]c(=O)n(CCCCCC(=O)N3CC=C(c4ccccc4)CC3)c(=O)c2cc1OC	-1%	4%	7%	0.0%	1%	i	33	78	10%	-11%
CCN(CC(=O)Nc1cc(Cl)ccc1C)C(=O)CN1C(=O)NC(CC)(c2ccccc2)C1=O (stereo not drawn)	.	2%	.	.	-11%	.	1.5	74	9%	.
O=C(CCC(=O)N(CC(=O)NC1CCCC1)Cc1ccccc1Cl)Nc1nccs1	3%	7%	26%	0.1%	-2%	.	-0.6	48	0%	10%
N#CCCn1cnc2ccccc21	0%	12%	-2%	0.2%	-3%	i	-2.4	40	-2%	-13%
Cc1cc(C)n(-c2ccc(C(=O)OCC(=O)N(CC(C)C)C3CCS(=O)(=O)C3)cc2)n1 (stereo not drawn)	-21%	4%	-22%	0.0%	2%	i	-0.4	73	11%	13%
CSCC[C@H](NC(=O)Nc1ccccc1C)C(=O)O	4%	7%	8%	1.2%	-1%	i	0.8	66	18%	12%
